CHOP UPR activ: activators of apoptotic CHOP UPR arm, primary screen, cell-based, CHO-CHOP luciferase reporter, luminescence, uHTS | UPR activation; percent of tunicamycin response over DMSO baseline | activation, % at 10 µM | 330,000 compounds, 0.34% hits | AID 449763, 2010;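 active = at 10 µM dose, activation of 40% or more, normalized to positive control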;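 note: 100% = tunicamycin at 10 µg/mL and 0% = DMSO alone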
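Material: CHO-CHOP cells, stable luciferase reporter of PERK-eIF2a-CHOP signalling; quantity: 500 reporter cells seeded per well; buffer or medium: F12 medium containing 10% fetal bovine serum; compound: one dose, 10 µM in 0.5% DMSO; incubation: 6 h compound treatment, 37 °C; measured by: Steady-Glo luciferase luminescence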
CXCR6 inh: CXCR6 receptor inhibitors, primary screen, cell-based, beta-arrestin, luminescence, CHO-K1 PathHunter, 1536-well; C-X-C chemokine receptor type 6 (Homo sapiens), O00574; 360,000 compounds, 0.36% hits; inhibition, % at 20 µM; in the data active = inhibition above about 34%, passing the limit was not always enough;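 note: antagonist mode with CXCL16 agonist at 10 nM final; 0% = 10 nM CXCL16 with DMSO and 100% = unstimulated wells without agonist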
Jurkat NFkB inh: inhibitors of induced NF-kB luciferase reporter, primary screen, TCR NF-kB activation inhibitor project, cell-based, luminescence, uHTS | AID 435003, 2010 | 330,000 compounds, 0.53% hits | Jurkat, PMA/ionomycin-induced NF-kB luciferase reporter | inhibition, % at 4 µM; in the data active = inhibition above about 50%
CCR6 antag: CCR6 receptor antagonists, primary screen, cell-based, CHO-K1, luminescence, beta-arrestin, uHTS; CHO-K1 CCR6 PathHunter beta-arrestin, CCL20-stimulated; inhibition, % at 20 µM; 340,000 compounds, 0.49% hits;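 active = compounds whose inhibition of the agonist-driven luminescence signal at 20 µM reaches about 50%, limit read from the data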;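 note: cells stimulated with CCL20 at 14 nM final; plate controls were DMSO with CCL20 for no effect and DMSO without agonist for full effect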
XBP1 UPR activ: activators of adaptive XBP1 UPR arm, primary screen, cell-based, CHO-XBP1 luciferase reporter, luminescence, uHTS; IRE1-XBP1 UPR activation; percent of tunicamycin response, DMSO as zero; 330,000 compounds, 0.33% hits; AID 463104, 2010; activation, % at 20 µM;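 active = versus positive control, 20 µM dose yields 30% or more activation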;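 note: 100% = tunicamycin at 10 µg/mL and 0% = DMSO only wells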
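Material: CHO cell line with stable XBP1 luciferase reporter; schedule: 16-18 h cell attachment at 37 °C, then 6 h compound exposure; signal: glow luminescence from Steady-Glo reagent; medium: serum-containing F12 medium, 10% FBS; benchmarks: tunicamycin 10 µg/mL and vehicle-only wells; read-out: percent activation relative to tunicamycin reference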
Gli-Sufu antag: Gli-Sufu pathway antagonists, primary screen, luciferase luminescence, Sufu-KO-LIGHT cells, uHTS; Sufu-KO-LIGHT fibroblasts, Gli luciferase reporter luminescence; inhibition, % at 5 µM; 340,000 compounds, 0.74% hits;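 active = inhibition above about 55%, limit read from the data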;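 note: 0% = DMSO-treated cells and 100% = wells with medium but no cells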
697 NFkB inh: inhibitors of PMA/ionomycin-induced NF-kB reporter, 697 cells, primary screen, B-cell NF-kB inhibitor project, cell-based, luminescence, uHTS; 697 B-cell NF-kB luciferase reporter, 16 h; inhibition, % at 4 µM; 330,000 compounds, 0.33% hits; in the data active = inhibition above about 35%
Mdm2 MdmX PPI: inhibitors of human Mdm2-MdmX association, primary screen, cell-based, luminescence, split luciferase, SaOS-2, uHTS. Protein Mdm4 (Homo sapiens) + E3 ubiquitin-protein ligase Mdm2 (Homo sapiens), …. SaOS-2 split-luciferase Mdm2/MdmX complementation. inhibition, % at 8 µM. 330,000 compounds, 3% hits;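 active = inhibition of at least 50% at 8 µM in the primary screen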
Target sequence (O15151 whole entry, looked up): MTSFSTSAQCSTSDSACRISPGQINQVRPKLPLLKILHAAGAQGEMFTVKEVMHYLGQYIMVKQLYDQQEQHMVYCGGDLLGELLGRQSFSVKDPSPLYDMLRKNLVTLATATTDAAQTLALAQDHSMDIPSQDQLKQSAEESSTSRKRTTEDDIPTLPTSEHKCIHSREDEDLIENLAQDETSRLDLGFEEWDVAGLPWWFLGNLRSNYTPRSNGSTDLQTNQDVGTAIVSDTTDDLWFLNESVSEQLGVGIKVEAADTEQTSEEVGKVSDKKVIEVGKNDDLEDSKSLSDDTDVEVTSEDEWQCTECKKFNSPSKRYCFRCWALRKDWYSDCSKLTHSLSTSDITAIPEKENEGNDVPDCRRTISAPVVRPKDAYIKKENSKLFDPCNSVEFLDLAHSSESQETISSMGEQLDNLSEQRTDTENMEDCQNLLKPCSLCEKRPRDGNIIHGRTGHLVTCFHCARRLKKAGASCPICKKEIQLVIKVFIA
Target sequence (Q00987 whole entry, looked up): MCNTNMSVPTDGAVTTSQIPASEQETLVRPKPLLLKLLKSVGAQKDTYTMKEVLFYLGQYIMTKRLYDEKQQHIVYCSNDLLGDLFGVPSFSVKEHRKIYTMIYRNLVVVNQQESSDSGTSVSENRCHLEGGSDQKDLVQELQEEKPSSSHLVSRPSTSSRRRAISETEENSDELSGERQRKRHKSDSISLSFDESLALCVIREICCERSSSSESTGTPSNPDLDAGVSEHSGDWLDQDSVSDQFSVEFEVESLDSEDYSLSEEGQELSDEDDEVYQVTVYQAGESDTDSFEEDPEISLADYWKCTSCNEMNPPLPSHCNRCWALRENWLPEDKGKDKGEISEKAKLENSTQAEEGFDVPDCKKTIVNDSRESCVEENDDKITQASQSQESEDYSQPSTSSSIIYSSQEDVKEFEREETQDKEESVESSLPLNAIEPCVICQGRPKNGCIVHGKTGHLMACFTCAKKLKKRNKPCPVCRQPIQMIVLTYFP
EBI2 block: EBI2 receptor antagonists, beta-arrestin recruitment, primary screen, cell-based, luminescence, 7a,25-OHC stimulation, uHTS; 360,000 compounds, 0.81% hits; AID 651636, 2012; 7a,25-OHC stimulated; inhibition, % at 5 µM; G-protein coupled receptor 183 (Homo sapiens), P32249; in the data active = inhibition above about 38%;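 note: enzyme fragment complementation signal reports receptor beta-arrestin coupling in cells; 0% = agonist plus DMSO wells and 100% = wells without agonist; some results beyond the cut were filed as inactive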
* marks the source's active call; other numbers are inactive results; . = no result given. Rows were taken by chance; overall some 5% were active at least once.

molecule	CHOP UPR activ	CXCR6 inh	Jurkat NFkB inh	CCR6 antag	XBP1 UPR activ	Gli-Sufu antag	697 NFkB inh	Mdm2 MdmX PPI	EBI2 block
CCOC(=O)N1CCN(C(=S)NC(=O)/C=C/c2ccc(C)cc2)CC1	1.1	-1	6	12	-1	-11	17	27	83*
Cc1ccc(NS(=O)(=O)c2cc(-c3cc(C)no3)ccc2C(C)C)nc1	-1.1	-4	0	-5	-3	7	7	32	0
CC(C)(C)OC(=O)C[C@H]1C/C=C\C[C@H](CC(=O)N[C@H](CO)Cc2ccccc2)C(=O)N[C@H](C(C)(C)C)COC1=O	-0.9	0	-6	-4	-3	1	-19	6	-4
CC1(C)C[C@H](O)[C@]2(CO)[C@H](O)C[C@]3(C)C(=CCC4[C@@]5(C)CC[C@H](O)C(C)(C)C5CC[C@]43C)[C@@H]2C1 (some centres not stated)	39	-12	13	-8	146*	5	1	100*	-16
COc1cc2oc(=O)cc(-c3ccc(-c4ccc(O)cc4)cc3)c2c(OC)c1OC	3.2	6	.	31	2	-4	-10	46	17
CCc1cc(=O)oc2c3c(cc(OCC(=O)NCc4ccncc4)c12)OC(C)(C)CC3	-2.6	3	5	5	1	11	4	21	0
CC(Oc1ccc(Br)cc1)C(=O)N(C)CC(=O)Nc1ccc(N2CCOCC2)cc1 (configuration not stated)	0.1	-2	8	6	-2	-3	14	-5	4
COc1cccc2cc(C(=O)N3CCC(C)CC3)c(=O)oc12	-0.6	-10	1	1	-1	2	7	1	-3
CC1Cc2cc(S(=O)(=O)N3CCC(C(=O)NCc4ccco4)CC3)ccc2N1C(=O)C1CCC1 (configuration not stated)	-0.1	-1	10	-3	-5	-7	5	24	-1
COc1ccc(CNC(=O)Cn2ccc3cc(S(=O)(=O)N4CCCC4)ccc32)cc1OC	0.8	-1	14	7	0	5	-3	19	2
COCCN(Cc1ccccc1)C(=O)c1cc(S(=O)(=O)N2CCCCCC2)ccc1OC	-1.4	-1	1	11	-3	4	28	5	2
CCOC(=O)C1=CC[C@@H](c2cccc(C)c2)N(S(=O)(=O)c2ccc(C)cc2)[C@H]1C(=O)OCC	-0.6	-5	15	7	-2	23	19	20	12
COC(=O)C1CCN(C(=O)COC(=O)c2cc(-c3ccccc3)nc3ccc(OC)cc23)CC1	4.3	8	2	20	-1	-3	24	4	4
CC(=O)c1ccc(N(CC(=O)NC2CCCC2)C(=O)CNC(=O)c2ccco2)cc1	0.4	6	-43	4	-4	3	-7	10	-5
COC(=O)c1ccc(OCc2cc(=O)n3ccsc3n2)cc1	2.0	-7	-36	3	2	80*	-33	-23	-6
CCOC(=O)C1=C(C)NC(C)=C(C(=O)OC)C1c1cccc(Cl)c1Cl (configuration not stated)	10	-2	-4	5	-5	2	-34	30	16
Cc1c(Cl)cccc1NC(=S)N(CCN(C)C)C(C)c1ccccn1 (configuration not stated)	-0.5	1	-6	4	-2	0	15	9	0
O=C(CNC(=O)c1ccc(Cl)cc1Cl)OCC(=O)N1CCCC1=O	2.9	1	1	-2	1	3	3	11	-8
C[C@H]1CN([C@@H](C)CO)C(=O)c2cc(NC(=O)C3CCCCC3)ccc2O[C@H]1CN(C)CC1CCCCC1	-1.8	3	11	8	-1	5	10	6	0
CCOC(=O)C1CCCN(CCC(=O)Nc2cc(C)cc(C)c2)C1 (configuration not stated)	0.7	4	-18	10	2	2	1	12	-4
CCN(CCCNC(=O)CC(C(=O)N1CCc2ccccc21)n1ccnc1)c1ccccc1 (configuration not stated)	-0.8	-1	9	-9	-2	14	8	-27	5
CCN1CCC(CN2CCNC2=S)CC1	.	-2	.	-1	.	4	.	.	-2
CCCc1ccc2oc(C(=O)N3CCC(O)CC3)c(C)c2c1	6.5	-14	-50	8	3	-45	-60	-30	-11
COC(=O)C(C(=O)Nc1cccc(C)n1)C1CCCCCC1 (configuration not stated)	-1.1	4	4	-11	-2	2	-13	10	1
CC1CCN(S(=O)(=O)c2cccc(C(=O)N3CCN(c4ccc(F)cc4)CC3)c2)CC1	0.1	-4	0	15	-7	34	14	13	9
CC1CC(C)CN(C(=O)COC(=O)c2cc(S(=O)(=O)N3CCOCC3)ccc2F)C1 (configuration not stated)	3.8	-8	4	-4	0	-6	1	19	-20
COc1ccc(-c2cc(C(F)F)n3ncc(C(=O)Nc4c(C)n(C)n(-c5ccccc5)c4=O)c3n2)cc1	0.9	3	23	26	4	17	-8	11	12
C/C(CCc1ccccc1)=N\NC(=O)c1ccc(CN2CCOCC2)cc1	-0.5	-6	16	-2	-1	-4	10	12	-2
Cn1c(=O)c(=O)n(C)c2cc(S(=O)(=O)CCC(=O)Nc3ccc(F)cc3)ccc21	-0.6	1	-6	4	0	7	7	16	1
COc1ccc(/C(C)=N/OCC(=O)Nc2nc3ccccc3s2)cc1OC	-2.8	-2	-4	1	0	4	18	27	7
COc1ccc(Cc2n[nH]c(=S)n2NC(=O)Nc2ccc(C)cc2)cc1	4.9	4	-28	23	3	-15	-16	8	16
COc1cccc(-c2cc(C(=O)Nc3ccc([N+](=O)[O-])cn3)c3ccccc3n2)c1	-0.7	-9	10	-19	2	7	5	19	-14
COc1ccc(NS(=O)(=O)c2ccc(C)c(C(=O)N3CCC3)c2)cc1	-0.6	-6	11	-2	-2	1	21	-20	-5
COc1cc(C(=O)OCC(=O)N(C)Cc2ccccc2)cc(OC)c1OC	-1.8	-15	0	12	1	0	15	12	-3
Cc1nc2[nH]c(=O)c3c(n2n1)NC1=C(C(=O)CC(C)(C)C1)C3c1ccccc1 (configuration not stated)	1.5	-14	0	10	2	-3	16	-15	3
CCCC(=O)Nc1ccc(NCc2ccc(C)s2)cc1	0.6	-10	-14	13	-4	-32	-12	20	1

Some of the entries so far, with values under each structure.
Each structure is followed by: CHOP UPR activ | CXCR6 inh | Jurkat NFkB inh | CCR6 antag | XBP1 UPR activ | Gli-Sufu antag | 697 NFkB inh | Mdm2 MdmX PPI | EBI2 block
- COC(=O)C(C(=O)Nc1cccc(C)n1)C1CCCCCC1 (configuration not stated)
    -1.1 | 4 | 4 | -11 | -2 | 2 | -13 | 10 | 1
- CC1CCN(S(=O)(=O)c2cccc(C(=O)N3CCN(c4ccc(F)cc4)CC3)c2)CC1
    0.1 | -4 | 0 | 15 | -7 | 34 | 14 | 13 | 9
- CC1CC(C)CN(C(=O)COC(=O)c2cc(S(=O)(=O)N3CCOCC3)ccc2F)C1 (configuration not stated)
    3.8 | -8 | 4 | -4 | 0 | -6 | 1 | 19 | -20
- COc1ccc(-c2cc(C(F)F)n3ncc(C(=O)Nc4c(C)n(C)n(-c5ccccc5)c4=O)c3n2)cc1
    0.9 | 3 | 23 | 26 | 4 | 17 | -8 | 11 | 12
- C/C(CCc1ccccc1)=N\NC(=O)c1ccc(CN2CCOCC2)cc1
    -0.5 | -6 | 16 | -2 | -1 | -4 | 10 | 12 | -2
- Cn1c(=O)c(=O)n(C)c2cc(S(=O)(=O)CCC(=O)Nc3ccc(F)cc3)ccc21
    -0.6 | 1 | -6 | 4 | 0 | 7 | 7 | 16 | 1
- COc1ccc(/C(C)=N/OCC(=O)Nc2nc3ccccc3s2)cc1OC
    -2.8 | -2 | -4 | 1 | 0 | 4 | 18 | 27 | 7
- COc1ccc(Cc2n[nH]c(=S)n2NC(=O)Nc2ccc(C)cc2)cc1
    4.9 | 4 | -28 | 23 | 3 | -15 | -16 | 8 | 16
- COc1cccc(-c2cc(C(=O)Nc3ccc([N+](=O)[O-])cn3)c3ccccc3n2)c1
    -0.7 | -9 | 10 | -19 | 2 | 7 | 5 | 19 | -14
- COc1ccc(NS(=O)(=O)c2ccc(C)c(C(=O)N3CCC3)c2)cc1
    -0.6 | -6 | 11 | -2 | -2 | 1 | 21 | -20 | -5

The list goes on:
molecule	CHOP UPR activ	CXCR6 inh	Jurkat NFkB inh	CCR6 antag	XBP1 UPR activ	Gli-Sufu antag	697 NFkB inh	Mdm2 MdmX PPI	EBI2 block
Cn1c2ccccc2c2cc(C(=O)OCC(=O)N3CC(=O)Nc4ccccc43)sc21	2.1	-1	3	-17	-1	-17	-2	17	0
Cc1sc2ncn(CC(=O)NCCc3ccccc3)c(=O)c2c1C	-0.2	2	-2	7	-3	1	15	23	-5
CCOc1ccc(NC(=O)CCNC(=O)C2CCN(S(=O)(=O)c3ccccc3)CC2)cc1	2.0	-4	4	9	-2	57*	-13	3	-6
Cc1sc2ncn(CC(=O)N3CCC(C(N)=O)CC3)c(=O)c2c1S(=O)(=O)N1CC(C)CC(C)C1 (configuration not stated)	1.4	0	2	0	-2	18	19	3	-5
CC(C)(C)OC(=O)NCc1ccc(CNC(=O)c2[nH]cnc2C(=O)N[C@@H](Cc2ccccc2)C(=O)OCc2ccccc2)cc1	-2.7	0	4	4	0	-7	9	3	3
CCOc1ccc(Nc2ccc3nonc3c2[N+](=O)[O-])cc1	0.7	6	16	13	-1	.	19	7	-13
O=C(CN1CCCCC1)N1CCN(S(=O)(=O)c2ccccc2)C1	1.6	-3	5	2	-2	-6	18	-3	-9
CCCc1nc2ccccc2c(C(=O)OCC(=O)N2CCc3ccccc32)c1CC	0.3	5	-13	2	-1	-9	-5	10	-6
CC(=O)Nc1ccc(N/C=C/C(=O)c2ccco2)cc1	-0.5	-6	-86	-13	-1	-6	-33	-57	-4
C=C(C)CSc1nc2ccccc2c(=O)n1-c1c(C)n(C)n(-c2ccccc2)c1=O	0.0	2	-2	8	-1	5	18	-25	6
COc1cccc(N2CC(C(=O)Nc3nnc(SCC(=O)NC4CCCC4)s3)CC2=O)c1 (configuration not stated)	-1.5	-3	-12	-7	-6	-6	-27	-17	-8
C/C(Cl)=C\Cn1c(N2CCCCCC2)nc2c1c(=O)n(C)c(=O)n2C	2.1	7	5	7	0	10	-28	-4	3
O=C(CC1(c2ccc(Cl)cc2)C2CC3CC(C2)CC1C3)NCCO (configuration not stated)	1.0	0	2	3	0	7	29	11	2
CC(=O)c1ccc(N2CCN(C(C)C(=O)Nc3ccc4c(c3)OCCO4)CC2)cc1 (configuration not stated)	0.6	-2	-4	7	2	2	10	-6	-1
Cc1ccsc1C(=O)OCC(=O)N1CCc2ccccc2C1	2.6	10	-91	9	-2	-81	-71	-190	-2

Screening data deposited in PubChem by Sanford-Burnham Center for Chemical Genomics.
